Screening results as filed in PubChem BioAssay.
PKM2 activator = qHTS Assay for Activators of Human Muscle isoform 2 Pyruvate Kinase. Pyruvate kinase PKM (Homo sapiens), P14618. Potency, µM (highest dose often 57.5 µM), for inactives: at the top dose activation, most hits filed as activators. actives 0.34% (n = 260,000). purified PKM2, Kinase-Glo ATP luminescence, activation; response scale: 0% is enzyme alone, no compound; note: potency is the fitted concentration of half-maximal effect; % is set by controls: 0 for no effect and ±100 for the full control effect; nearly all actives have a fitted effect of over 55% in size
Target sequence (P14618 whole entry, looked up, canonical isoform): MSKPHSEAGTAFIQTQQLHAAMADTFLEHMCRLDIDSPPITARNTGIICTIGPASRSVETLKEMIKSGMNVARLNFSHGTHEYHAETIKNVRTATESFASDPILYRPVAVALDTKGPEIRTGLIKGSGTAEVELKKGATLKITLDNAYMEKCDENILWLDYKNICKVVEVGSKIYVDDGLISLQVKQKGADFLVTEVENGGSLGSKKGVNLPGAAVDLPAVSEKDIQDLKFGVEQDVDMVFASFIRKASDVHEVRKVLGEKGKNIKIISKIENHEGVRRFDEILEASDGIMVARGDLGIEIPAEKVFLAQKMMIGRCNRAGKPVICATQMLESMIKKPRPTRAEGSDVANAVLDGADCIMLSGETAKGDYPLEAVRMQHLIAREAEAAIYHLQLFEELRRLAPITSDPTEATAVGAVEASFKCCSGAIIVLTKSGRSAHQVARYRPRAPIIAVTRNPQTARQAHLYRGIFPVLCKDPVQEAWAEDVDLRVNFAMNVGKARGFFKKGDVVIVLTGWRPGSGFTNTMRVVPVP
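Purified hPK-M2 (>95%) run at intermediate activity with 0.1 mM ADP and 0.5 mM PEP in 50 mM imidazole pH 7.2, KCl, MgCl2; 1 h room temperature. ATP formed read by Kinase-Glo luminescence; normalized to uninhibited and no-enzyme controls.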
ASM inhibitor = Inhibitors of Secretory Acid Sphingomyelinase (S-ASM): qHTS; Potency, µM (series often up to 57.5 µM), for the others: top-dose activity change, negative = inhibition, usual class: inhibitors; placental ASM, HMU-PC fluorogenic substrate, 60 min; actives 0.006% (n = 340,000); Sphingomyelin phosphodiesterase (Homo sapiens), P17405; note: potency is the fitted concentration of half-maximal effect
Target sequence (P17405 47-631 limits assumed): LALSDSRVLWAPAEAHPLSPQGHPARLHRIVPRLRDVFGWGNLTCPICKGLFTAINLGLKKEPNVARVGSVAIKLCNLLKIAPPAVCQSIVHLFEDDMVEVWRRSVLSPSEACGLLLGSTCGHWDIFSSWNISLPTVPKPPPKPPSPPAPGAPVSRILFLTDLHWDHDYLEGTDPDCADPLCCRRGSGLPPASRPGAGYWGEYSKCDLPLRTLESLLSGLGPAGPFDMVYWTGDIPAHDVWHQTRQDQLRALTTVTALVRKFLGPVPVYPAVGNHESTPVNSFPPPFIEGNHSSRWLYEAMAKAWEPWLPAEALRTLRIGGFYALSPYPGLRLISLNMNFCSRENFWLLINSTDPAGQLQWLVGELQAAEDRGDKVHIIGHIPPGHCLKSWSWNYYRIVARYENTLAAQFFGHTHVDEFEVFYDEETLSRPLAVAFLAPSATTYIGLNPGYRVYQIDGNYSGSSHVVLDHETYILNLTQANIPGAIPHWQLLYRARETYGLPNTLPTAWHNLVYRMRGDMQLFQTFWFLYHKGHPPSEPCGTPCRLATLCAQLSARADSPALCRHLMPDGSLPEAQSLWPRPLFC
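Human placenta-derived ASM preincubated with compound 10 min at room temperature, then reacted with 9 uM (final) fluorogenic HMU-PC substrate for 60 min at 37 C. Stop solution raises pH to 10; fluorescence read at Ex 386/Em 447 nm.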
BCR signal inh = qHTS Assay to Find Inhibitors of Chronic Active B-Cell Receptor Signaling | ABC-DLBCL IkBa-CBG/CBR reporter, luminescence ratio, 4 h | actives 0.05% (n = 340,000) | Potency, µM (series often up to 46.1 µM), inactives show at the top dose ratio change, negative = lower green/red ratio, hits mostly inhibitors; active = well fitted inhibition curve with a large enough effect in the signal ratio, with a control signal flat, not every such curve was filed as active; inconclusive = small, poorly fitted or top-dose-only effect, or effect the other way, or a change in a side signal; the % refers to the signal ratio;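 note: potency is the fitted concentration of half-maximal effect; plate controls were basal doxycycline-induced cells for no effect and cells given 10 µM MG132 for full effect; MG132 reads +100%, hits lower the ratio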
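Doxycycline induced both beetle luciferases in TMD8 lymphoma cells; IKK-driven degradation limits the IkappaBalpha-fused green signal, while red luminescence normalises for cell number and nonspecific effects. Compounds tested up to 46 uM, 4 hrs.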
Mito fusion yeast = qHTS Assay for Small Molecule Inhibitors of Mitochondrial Division or Activators of Mitochondrial Fusion. S. cerevisiae fusion-defective mutant growth rescue, CellTiterGlo 48 h. Potency, µM (series often up to 46.1 µM), inactives show at the highest dose growth rescue (activation), most hits filed as activators. actives 0.23% (n = 320,000);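 note: potency is the fitted concentration of half-maximal effect; % of control where 0% means no effect; nearly all actives have a fitted effect of over 45% in size; temperature-sensitive fusion mutants such as fzo1-1 at 37 °C on non-fermentable ethanol glycerol medium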
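Yeast fusion mutant, YPEG (non-fermentable carbon), compound, 48 h at 37C non-permissive; CellTiterGlo added, 10 min RT, luminescence read. Rescued growth = division inhibition.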
Menin MLL FP TR = qHTS Assay for Inhibitors Targeting the Menin-MLL Interaction in MLL Related Leukemias: Competition With Texas Red Labeled MLL-derived Mutant Peptide | Potency, µM (doses to about 61.6 µM), for the others: top-dose FP activity change, negative = inhibition, hits mostly inhibitors | O00255 | actives 0.23% (n = 270,000) | Menin + Texas Red MLL mutant peptide, fluorescence polarization | AID 1768, 2009; active = well fitted inhibition curve with a large enough effect in the polarisation, with a control signal flat, not every such curve was filed as active; inconclusive = small, poorly fitted or top-dose-only effect, or effect the other way, or a change in a side signal; inactive = no such curve, though single readings can be large or run the other way; the % refers to the polarisation; note: potency is the fitted concentration of half-maximal effect; % of control where 0% means no effect; many of its hits are not listed in these tables
GALK inh = qHTS Assay for Inhibitors of Human Galactokinase (GALK); P51570; Purified GALK, Kinase-Glo residual ATP luminescence; Potency, µM (titrated, usually from 57.5 µM), inactives show top-dose activity change, negative = inhibition, usual class: inhibitors; actives 0.007% (n = 270,000); note: potency is the fitted concentration of half-maximal effect; % is set by controls: 0 for no effect and ±100 for the full control effect
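Galactose (100 uM) and ATP (35 uM) were turned over by 5 nM GALK for 1 h at RT. Kinase-Glo Plus then converted the remaining ATP into a luminescent signal.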
TSHR antagonist = Antagonists of the Thyroid Stimulating Hormone Receptor: HTS campaign; Thyrotropin receptor (Homo sapiens), P16473; TSHR-expressing cells, TSH-stimulated cAMP HTRF, 2 h; hits give low values; activity change, negative = inhibition, % at 11.5 µM; actives 0.2% (n = 330,000); AID 504810, 2011;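 active = activity change below a set negative limit, meaning inhibition stronger than a set level, cut at about -70% in these data; inconclusive = activity change between two set negative limits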; note: % is set by controls: 0 for no effect and ±100 for the full control effect
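Antagonism was scored as loss of TSH-driven cAMP in TSHR cells, stimulated with 4nM TSH (EC80) for 2 hours at 37 deg C and detected by homogeneous HTRF competition immunoassay.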
USP2a inh = qHTS Assay for Inhibitors of Ubiquitin-specific Protease USP2a Using CHOP2 as the Reporter; USP2 core, Ub-CHOP2 coupled fluorogenic reporter, 485/531; Potency, µM (doses to about 38.3 µM), for the others: top-dose activity change, negative = inhibition, hits mostly inhibitors; actives 0.01% (n = 330,000);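 note: potency is the fitted concentration of half-maximal effect; plate controls were DMSO wells for no effect and full inhibition by NEM control for full effect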
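Deubiquitinase activity read as fluorescence (485/531 nm) after Ub-CHOP2 cleavage activates the enterokinase reporter on its substrate; USP2 core 10nM, Ub-CHOP2 and substrate 25nM each, 30min compound preincubation then 60min RT; data normalized to NEM, curves fitted.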
MBNL1 CUG block = qHTS Assay for Inhibitors of MBNL1-poly(CUG) RNA binding | Muscleblind-like protein 1 (Homo sapiens), Q9NR56 | actives 0.036% (n = 280,000) | Potency, µM (top dose mostly 57.5 µM), for inactives: at the highest dose activity change, negative = inhibition, actives largely listed as inhibitors | AID 2675, 2010 | TR-FRET MBNL1-His/biotin-(CUG)12 binding, 665/545 ratio; active = well fitted inhibition curve with a large enough effect in the signal ratio, with a control signal flat, not every such curve was filed as active; inconclusive = small, poorly fitted or top-dose-only effect, or effect the other way, or a change in a side signal; inactive = no such curve, though single readings can be large or run the other way; the % refers to the signal ratio; note: potency is the fitted concentration of half-maximal effect; % is set by controls: 0 for no effect and ±100 for the full control effect
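Inhibition of protein-RNA binding appears as loss of TR-FRET between terbium anti-His antibody on MBNL1-His and streptavidin-XL665 on biotin-(CUG)12. Activity is normalized to buffer-only and uninhibited-complex controls.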
KCNH2 WT inh = qHTS for Inhibitors of KCHN2 3.1: Wildtype qHTS. activity change, % at 1.84 µM. Voltage-gated inwardly rectifying potassium channel KCNH2 (Homo sapiens), Q12809. AID 720551, 2013. actives 0.37% (n = 340,000). U2OS, BacMam KCNH2, thallium flux FluxOr; hits give low values;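 active = maximum activity change below -70%; inconclusive = maximum activity change between -70% and -50%; inactive = maximum activity change above -50%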; note: % is set by controls: 0 for no effect and ±100 for the full control effect
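U2OS cells were transduced with wild-type KCNH2 virus (2.03 x 10^8 / mL) for 4 h at room temperature, then cultured overnight at 37 C. Thallium flux was read with FluxOr dye. Rate constants were normalized to DMSO controls.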
Eya2 phos inh = qHTS Assay for Inhibitors of the Phosphatase Activity of Eya2; Protein phosphatase EYA2 (Homo sapiens), O00167; recombinant Eya2, OMFP fluorescence dephosphorylation (OMFP is methylfluorescein phosphate); Potency, µM (series often up to 76.9 µM), without a hit: at the highest dose activity, negative = inhibition, usual class: inhibitors; actives 0.006% (n = 330,000); AID 488837, 2010; note: potency is the fitted concentration of half-maximal effect; % is set by controls: 0 for no effect and ±100 for the full control effect
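Eya2 protein (added as 0.2 uM solution) was preincubated with compound for 10 min at ambient temperature in 50 mM HEPES pH 7.5, 50 mM NaCl, 5 uM MgCl2, 0.05% BSA, 1 mM DTT. OMFP (added at 50 uM) then reacted 10 min; fluorescence read at 485/525 nm.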
* hit, by the source's call; ? = inconclusive; / = not tested or not shown; [ ] = another dose, or the depositor's remark. Unless noted, calls come from the whole dose curve; as a rule, active = well fitted curve in the direction sought with a large enough effect; inconclusive = small, poorly fitted or top-dose-only effect, or another doubt; inactive = no such curve, though single readings can be large; an effect the other way counts as inactive or inconclusive. Only part of the results is shown; the hit share may differ from the screen's.

SMILES	PKM2 activator	ASM inhibitor	BCR signal inh	Mito fusion yeast	Menin MLL FP TR	GALK inh	TSHR antagonist	USP2a inh	MBNL1 CUG block	KCNH2 WT inh	Eya2 phos inh
CC(C)OCCCN1CN(S(=O)(=O)c2cccs2)c2nc3ccccc3nc21	-5%	11%	?	5%	/	/	-4	3%	0%	0	-29%
Cc1ccccc1OCC(=O)N(Cc1cccs1)C1CCS(=O)(=O)C1 (stereo not drawn)	14%	3%	?	0%	-9%	-1%	-14	-2%	-5%	4	0%
CCOc1cc(C(=O)Nc2ccc(N3CCN(S(C)(=O)=O)CC3)cc2)cc(OCC)c1OCC	2%	-1%	?	3%	-2%	0%	-9	4%	-10%	-2	-6%
N=c1oc2ccccc2cc1C(=O)Nc1cccc(F)c1	/	-6%	0%	1%	21%	-2%	-5	1%	7%	5	16%
O=C(Nc1ccc([N+](=O)[O-])cc1)c1ccccc1F	4%	2%	?	5%	5%	5%	2	2%	?	3	-21%
Cc1c(C(=O)N2CCN(Cc3cccs3)CC2)oc2ccccc12	/	4%	1%	-1%	/	/	6	3%	/	1	12%
CCOc1ccc(S(=O)(=O)N/N=C2/CCCC(=O)C2)cc1	10%	5%	2%	-2%	-1%	2%	2	-1%	-1%	-1	-7%
COc1ccc(CCN(C)C(=O)CNC(=O)Cc2cccc3ccccc23)cc1OC	-4%	0%	1%	0%	/	-8%	20	1%	0%	-2	7%
COc1cc(/C=C2\SC(=S)N(CC(=O)O)C2=O)ccc1OC(=O)c1ccco1	/	-5%	27%	-8%	?	0%	8	1%	?	2	5%
CCCN1Cc2cccc(C(=O)NCc3cccs3)c2C1=O	3%	1%	1%	6%	-17%	-1%	2	0%	4%	-10	2%
CCC(=O)Nc1ccc(C(=O)N/N=C/c2ccccc2[N+](=O)[O-])cc1	-8%	-2%	-18%	1%	33%[activator]	1%	-5	0%	?	-18	6%
CN(C)S(=O)(=O)c1cccc(COC(=O)c2cnccn2)c1	/	-4%[11.5 µM]	-1%	-5%	/	-1%	2	0%	4%	2	13%
COc1ccc(C)cc1NC(=O)CSc1nnnn1C1CCCC1	/	-1%	-2%	1%	/	2%	-9	1%	2%	-1	-3%
O=C(CCCCCN1C(=O)c2ccccc2C1=O)Nc1ccc(C(=O)O)cc1	/	0%	2%	17%	-3%	/	-2	2%	7%	6	10%
CCOC(=O)C1CCN(C(=O)c2cc3c(ccc4ccccc43)o2)CC1	3%	/	?	0%	/	0%	-5	-9%	3%	0	-14%
O=C(CCS(=O)(=O)c1cc2c(cc1Cl)NC(=O)CO2)NCc1ccc(F)cc1	-8%	0%	1%	0%	12%	/	3	-7%	-2%	9	6%
COc1ccc(S(=O)(=O)N2CCCCC2)cc1-n1cnnn1	-12%	-1%	-22%	-11%	1%	6%	9	0%	8%	-3	4%
O=C(Cn1c(=O)n(Cc2ccco2)c(=O)c2c3c(sc21)CCCCC3)c1ccccc1	13%	-7%	24%	5%	?	0%	-14	4%	-5%	7	0%
CC1(C)CC(NC(=S)Nc2ccc([N+](=O)[O-])cc2)CC(C)(C)N1	-11%	-3%	?	-1%	5%	0%	5	-1%	?	-21	-4%
COc1ccc(-c2csc(N(Cc3ccco3)C(=O)c3cccs3)n2)cc1	10%	-2%	-2%	-1%	/	-3%	-6	-5%	10%	-14	-13%
CC(C)NC(=O)N(C)C[C@H]1Oc2c(NS(=O)(=O)c3ccc(F)cc3)cccc2C(=O)N([C@H](C)CO)C[C@@H]1C	/	2%	2%	/	/	/	-16	6%	/	4	1%
CN(C)CCCN(C(=O)COc1ccc(Cl)cc1)c1nc2c(F)cccc2s1	-2%	1%	11%	0%	-8%	-1%	-2	-1%	-12%	16	8%
CC1C(=O)C(C)C(c2ccc(O)cc2)NC1c1ccc(O)cc1 (stereo not drawn)	/	5%	-5%	-7%	20%	-1%	-4	1%	-5%	0	-18%
Cc1nnc(NC(=O)C2CCCN2C(=O)Nc2ccccc2)s1 (stereo not drawn)	-1%	4%	-7%	-4%	0%	19%	3	-2%	-2%	9	-8%
Cc1ccc(OCC(=O)Nc2ccccc2[N+](=O)[O-])c(Br)c1	9%	3%	?	?	18%	-3%	-3	-2%	8%	-3	2%
Cc1ccnc(NC(=O)CNC(=O)C23CC4CC(CC(C4)C2)C3)c1	/	1%	?	-4%	/	/	3	-1%	/	-22	15%
O=C(Nc1ccc2oc(-c3ccncc3)nc2c1)c1ccc2c(c1)OCCO2	-4%	58%[activator]	1%	0%	/	5%	-9	-9%	-2%	1	2%
O=c1[nH]c2ccccc2cc1CN(Cc1ccco1)S(=O)(=O)c1ccc(F)cc1	/	1%	?	-2%	/	-5%	-8	-2%	3%	0	-7%
CCC(C)NC(=O)/C=C/c1ccc(S(=O)(=O)NCc2ccco2)cc1 (stereo not drawn)	-6%	8%	-7%	4%	-17%	0%	-4	2%	9%	0	10%
CCN(Cc1ccccc1)C(=O)Cn1c(C(C)O)nc2ccccc21 (stereo not drawn)	-16%	18%	-2%	-13%	-25%	5%	-1	-1%	0%	-8	-3%
O=C(Nc1ccc(C(=O)N2CCOCC2)cc1)Nc1cccc2ccccc12	-1%	-2%	-25%	-3%	7%	1%	-3	1%	22%	-1	24%
CN(/N=C/c1ccc(Br)o1)C1=NS(=O)(=O)c2ccccc21	0%	40%	-2%	10%	0%	-3%	5	1%	0%	-1	-10%
Cc1nn(CCc2nn[nH]n2)c2nc(-c3ccccc3)cc(C(F)(F)F)c12	0%	11%	4%	-3%	1%	4%	-15	1%	-2%	10	-6%
O=C(COC(=O)c1ccccc1O)NCCC1=CCCCC1	0%	2%	1%	10%	-3%	4%	2	2%	-8%	1	13%
COc1ccc(C(=O)N2CC3(C)CC2CC(C)(C)C3)cc1OC (stereo not drawn)	3%	1%	6%	3%	-16%	2%	15	2%	?	2	-7%
O=C(CSc1nnc(C2CC2)n1-c1ccccc1)N1CCCC1	/	9%	-2%	/	/	/	37	1%	/	4	3%
Cc1cc(NC(=O)c2ccc(Cl)cc2)c(C(C)C)cc1O	3%	2%	6%	-1%	-17%	-4%	-3	-1%	0%	3	?
CCCc1cc(=O)[nH]c(SCc2ccc(F)cc2)n1	2%	6%	?	9%	/	1%	-5	-1%	-6%	18	-5%
CCOc1ccc(/C=C2/SC(=S)N(CCC(=O)Nc3ccc(C(=O)O)cc3)C2=O)cc1	2%	-14%	?	-1%	?	-5%	-13	0%	11%	5	3%
COc1ccc2c(c1)C(=NNC(=O)c1ccccn1)c1cc(OC)ccc1-2	-9%	-6%	?	4%	-10%	0%	8	0%	?	-2	-3%
Cc1ccc2nc(/C(C#N)=C\c3cc(C)n(-c4cccc([N+](=O)[O-])c4)c3C)[nH]c2c1	-4%	-20%	?	8%	13%	-3%	-9	-1%	15%	9	-17%
CCOC(=O)CSC1=C(C#N)C(c2ccc3c(c2)OCO3)CC(=O)N1 (stereo not drawn)	-6%	0%	/	-5%	7%	5%	/	/	0%	-11	/
O=C(NC1CCN(C(=O)Nc2cccc(F)c2)CC1)c1ccco1	1%	-1%	0%	-11%	0%	16%	8	2%	-2%	3	5%
